Pf growth 96h: P. falciparum growth inhibition at 96 hour, primary screen for plastid delayed-death inhibitors; P. falciparum luciferase reporter growth, 96 h; Potency, µM (top dose mostly 28.7 µM), for inactives: at the highest dose activity change, negative = inhibition, usual class: inhibitors; 6.9% of 320,000 active; AID 504834
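96 h incubation, 37 C, 5% CO2, of luciferase-reporter P. falciparum-infected RBCs (2% hematocrit, 0.05% parasitemia final) with test compounds; endpoint luminescence.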
HCV inh: HCV inhibition. Huh7.5.1 HCVcc-Cre infection, luciferase reporter, 44 h. Potency, µM (series often up to 41.8 µM), for inactives: top-dose activity change, negative = inhibition, usual class: inhibitors. 3.4% of 340,000 active. AID 651820
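Antiviral activity was scored by luciferase reporter output from cells infected with HCVcc-Cre (~0.5 moi) in presence of compound, 44 h infection period, cells seeded 1,000/well 4 h prior.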
Pf growth 48h: P. falciparum growth inhibition at 48 hours (one generation) | P. falciparum luciferase growth in erythrocytes, 48 h | Potency, µM (doses to about 28.7 µM), without a hit: at the top dose activity change, negative = inhibition, usual class: inhibitors | 5.9% of 310,000 active
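Luciferase-expressing parasites in RBCs, 2% Hct / 0.1% parasitemia final; RPMI 1640 + 0.5% Albumax; 37 C, 5% CO2, one generation; luminescence read-out, lower signal = inhibition.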
Tb PYK inh: T. brucei pyruvate kinase inhibition | Potency, µM (titrated, usually from 76.8 µM), inactives show at the top dose activity, negative = inhibition, actives largely listed as inhibitors | TbPYK enzyme, Kinase-Glo Plus ATP luminescence, 45 min | 0.12% of 410,000 active; note: nearly all actives have a fitted effect of over 50% in size
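Luminescent Kinase-Glo Plus end-point after 45 min room-temperature reaction of T. brucei pyruvate kinase started with 130 uM ADP (final). Buffer TEA 50 mM pH 7.2 with KCl, MgCl2, BSA, Tween-20; titration-based qHTS with fitted concentration-effect curves.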
Sm TGR inh: blocks Schistosoma mansoni thioredoxin glutathione reductase; 3% of 360,000 active; purified TGR, DTNB reduction, TNB absorbance 405 nm; Potency, µM (series often up to 114 µM), without a hit: at the top dose activity change, negative = inhibition, usual class: inhibitors; note: nearly all actives have a fitted effect of over 60% in size
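First, TGR (20 nM dispensed) and NADPH were mixed with compound. Second, a 15 min room-temperature incubation followed. Third, further NADPH and then DTNB were added to start the reaction. Finally, TNB absorbance was monitored kinetically.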
LmPK inhibitor: LmPK (Leishmania mexicana) enzyme inhibition; Potency, µM (top dose mostly 57.5 µM), for the others: at the highest dose activity change, negative = inhibition, usual class: inhibitors; Q27686; purified LmPK, Kinase-Glo ATP luminescence, 1 h; 0.37% of 290,000 active
Target sequence (Q27686 whole entry, looked up): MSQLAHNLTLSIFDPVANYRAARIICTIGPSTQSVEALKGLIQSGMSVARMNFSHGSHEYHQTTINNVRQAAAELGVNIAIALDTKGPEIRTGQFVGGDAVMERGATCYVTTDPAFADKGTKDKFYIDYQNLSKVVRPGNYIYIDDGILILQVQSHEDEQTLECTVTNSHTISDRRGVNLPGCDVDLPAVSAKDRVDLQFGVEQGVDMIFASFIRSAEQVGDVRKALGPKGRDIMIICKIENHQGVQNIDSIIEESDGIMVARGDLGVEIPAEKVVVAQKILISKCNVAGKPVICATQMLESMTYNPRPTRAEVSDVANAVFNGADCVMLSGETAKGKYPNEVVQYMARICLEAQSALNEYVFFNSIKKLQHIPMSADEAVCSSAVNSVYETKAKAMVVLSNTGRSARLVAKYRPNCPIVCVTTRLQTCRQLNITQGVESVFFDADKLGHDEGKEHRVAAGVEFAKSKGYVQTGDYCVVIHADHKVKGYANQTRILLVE
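ATP generated from ADP (0.1 mM) and PEP (0.5 mM) by 0.1 nM LmPK over 1 h at room temperature (pH 7.2 imidazole buffer) was detected by coupled luciferase luminescence. Values were normalized to uninhibited and no-enzyme wells.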
Starred values were filed as active, the others as inactive; ? = inconclusive; . = not tested or not shown; & = joins results of further samples; [ ] = remark or other dose. Calls come from the whole dose curve; as a rule, active = well fitted curve in the direction sought with a large enough effect; inconclusive = small, poorly fitted or top-dose-only effect, or another doubt; inactive = no such curve, though single readings can be large; an effect the other way counts as inactive or inconclusive. % is set by controls: 0 for no effect and ±100 for the full control effect; potency is the fitted concentration of half-maximal effect. Compounds as they come, and some 16% of all compounds hit somewhere here.

cpd	mol	Pf growth 96h	HCV inh	Pf growth 48h
1	C=CCN(c1ccccc1OC)S(=O)(=O)c1cccc(C(=O)Nc2nnc(C3CC3)s2)c1	9.28µM*	-17.6%	10.4µM*
2	COCCCNC(=O)CN1CCN(Cc2ccc(Cl)cc2)C1=O	?	12.1%	.
3	O=C(CCc1nc2ccccc2c(=O)[nH]1)NNC(=O)COc1ccc(Br)cc1	-23.5%	-24.7%	32.5%[activator]
4	O=C(CN(C(=O)CCC(=O)Nc1nccs1)c1ccc(F)cc1)NCc1ccco1	-32.2%	4.8%	-14.1%
5	COc1cc(NC(=O)CN2CCCCC2C)c(C)cc1[N+](=O)[O-] (stereo unspecified)	?	4.2%	-12.5%
6	COc1ccc(CCNC(=O)c2ccc3c(c2)OCCO3)cc1	202.8%[activator]	-2.4%	112.1%[activator]
7	CCCNc1c(N)n(-c2ccccc2)c(=O)[nH]c1=O	36.1%[activator]	12.2%	.
8	CCOc1ccc(CCNC(=O)COC(=O)CNS(=O)(=O)c2ccc(C)cc2)cc1OCC	2.4%	-3.3%	?
9	CC(C)c1ccc(NS(=O)(=O)c2cn(C)c(=O)n(C)c2=O)cc1	?	1.8%	-13.8%
10	O=C(OCC(=O)N1CCCC1)c1c(Cl)cccc1Cl	12.6%	-2.5%	4.1%
11	CCOc1ccc(C(=O)O/N=C(\N)c2ccc([N+](=O)[O-])cc2)cc1OCC	?	?	?
12	CC(C)C(=O)Nc1ccc(C(=O)NNC(=O)c2ccco2)cc1	56.5%[activator]	27.3%	38.6%[activator]
13	O=c1cc(N2CCCCC2)c(-c2ccccc2)nn1Cc1ccc(Cl)cc1Cl	?	-19.3%	2.08µM*
14	COC(=O)C1=C(C)OC(N)=C(C#N)C1c1cccnc1 (stereo unspecified)	.	-4.4%	-14.2%
15	COc1ccc(NC(=O)c2nnn(CC(=O)Nc3ccc4c(c3)OCO4)c2N)c(OC)c1	-5.3%	8.0%	79.8%[activator]

cpd	Tb PYK inh	Sm TGR inh	LmPK inhibitor
1	7.3%	7.3%	.
2	-6.7%	-25.1%	9.7%
3	-8.8%	0.7%	.
4	-11.1%	-35.7%	-1.5%
5	-5.7%	-4.6%	-4.6%
6	1.9%	21.6%	0.8%
7	-9.0%	-19.1%	2.8%
8	-9.8%	3.7%	.
9	-10.6%	59.7%[activator]	-3.0%
10	-2.6%	-0.4%	-1.1%
11	-2.9%	-4.1%	-6.4%
12	0.6%	-7.7%	2.8%
13	3.4%	2.8%	-2.1%
14	4.0%	?	2.6%
15	0.5%	-0.7%	-0.5%

(next part)
cpd	mol	Pf growth 96h	HCV inh	Pf growth 48h
16	O=C(NCCS(=O)(=O)N1CCN(c2ccc(F)cc2)CC1)c1ccc(Br)o1	-4.7%	8.5%	6.4%
17	CCN(CC)CCN(C(=O)c1ccc(S(=O)(=O)N(C)C2CCCCC2)cc1)c1nc2c(C)cccc2s1	?	-13.7%	?
18	COc1ccccc1CN1CCSCC1	7.3%	3.8%	.
19	O=C(O)C1CC(=O)N(c2ccc(OCc3ccc(Br)cc3)cc2)C1 (stereo unspecified)	.	0.5%	?
20	Cc1ccc(NC(=O)CCNS(=O)(=O)c2cccc3nonc23)cc1Cl	47.0%[activator]	1.8%	?
21	CCN(CC)S(=O)(=O)c1ccc(C)c(NS(=O)(=O)c2cc(/C=C/C(=O)O)cc(OC)c2OC)c1	?	2.2%	4.5%
22	O=C(Cc1cccc2ccccc12)Nc1ccc(N2CCOCC2)cc1	36.0%[activator]	6.4%	7.1%
23	CCCc1cc(=O)[nH]c(Nc2ccc(Cl)cc2)n1	?	?	?
24	O=C(NCC(c1ccco1)N1CCOCC1)c1cccc([N+](=O)[O-])c1 (stereo unspecified)	0.0%	1.3%	-30.1%
25	COc1ccc(-n2nc3c(c2NC(=O)C(C)C)CSC3)cc1	30.2%[activator]	8.1%	29.0%
26	C(=C\c1ccccc1)/CN1CCN(C(c2ccccc2)c2ccccc2)CC1	4.0%	1.1%[8.37 µM]	-8.1%
27	CN(C)S(=O)(=O)c1cc(NC(=O)c2cc(=O)[nH]c3ccccc23)ccc1Cl	-11.4%	.	-16.7%
28	CCc1cccc(CC)c1NC(=S)NCC(c1cccnc1)N1CCOCC1 (stereo unspecified)	1.6%	?	-4.2%
29	COc1ccc2c(c1)CCc1c(C(=O)N3CCCc4ccccc43)noc1-2	9.7%	?	6.57µM*
30	Cc1ccc(NC(=O)c2nc[nH]c2C(=O)N[C@@H](C)c2ccccc2)cc1	?	?	?

cpd	Tb PYK inh	Sm TGR inh	LmPK inhibitor
16	-12.9%	-14.1%	-2.9%
17	1.6%	2.5%	-5.7%
18	8.2%	-7.6%	-10.2%
19	-1.6%	3.6%	0.8%
20	-3.5%&1.0%	6.0%&3.1%	1.2%
21	0.5%	-17.9%	1.7%
22	-3.7%	.	-2.0%
23	-12.7%	-4.3%	-0.7%
24	3.6%	-6.8%	8.2%
25	0.0%	-7.9%	5.1%
26	0.4%	-15.2%	0.1%
27	.	-7.7%	-3.0%
28	-2.0%	9.0%	-4.1%
29	-2.1%	-19.5%	-2.0%
30	-1.8%	-0.2%	5.6%

Molecules above with two or more sulfur atoms:
cpd	mol	Pf growth 96h	HCV inh	Pf growth 48h
1	C=CCN(c1ccccc1OC)S(=O)(=O)c1cccc(C(=O)Nc2nnc(C3CC3)s2)c1	9.28µM*	-17.6%	10.4µM*
17	CCN(CC)CCN(C(=O)c1ccc(S(=O)(=O)N(C)C2CCCCC2)cc1)c1nc2c(C)cccc2s1	?	-13.7%	?
21	CCN(CC)S(=O)(=O)c1ccc(C)c(NS(=O)(=O)c2cc(/C=C/C(=O)O)cc(OC)c2OC)c1	?	2.2%	4.5%

cpd	Tb PYK inh	Sm TGR inh	LmPK inhibitor
1	7.3%	7.3%	.
17	1.6%	2.5%	-5.7%
21	0.5%	-17.9%	1.7%

Back to the main list, starting 2 compounds before the break.
cpd	mol	Pf growth 96h	HCV inh	Pf growth 48h
29	COc1ccc2c(c1)CCc1c(C(=O)N3CCCc4ccccc43)noc1-2	9.7%	?	6.57µM*
30	Cc1ccc(NC(=O)c2nc[nH]c2C(=O)N[C@@H](C)c2ccccc2)cc1	?	?	?
31	CCOc1cc2c(cc1/C=C(/C#N)c1ccc(C(=O)O)cc1)OCO2	-23.2%	14.3%	-6.8%
32	CC1CCOC2(O1)C(=O)Nc1ccccc12 (stereo unspecified)	-82.9%	6.4%	2.1%
33	COc1ccc(S(=O)(=O)NC2CC3CCC2C3)cc1Br (stereo unspecified)	0.0%	5.3%	-10.9%
34	CC(C)(C)c1ccc(C(=O)NC(=S)N2CCCCCC2)cc1	?	?	?
35	COc1ccc(S(=O)(=O)N(C)CC(=O)NCCN2CCOCC2)cc1Cl	74.6%[activator]	6.2%	20.2%
36	C#CCSc1nc(C)cc(C(=O)OCC)c1C#N	31.3%[activator]	-28.2%	?
37	COc1ccc(-n2c(CCc3ccccc3)nnc2SCC(=O)c2ccc(Cl)cc2)cc1	?	?	13.1µM*
38	CC(=O)c1ccc(OCC(O)CN2CCN(CCN3C(=O)c4cccc5cccc(c45)C3=O)CC2)cc1 (stereo unspecified)	-101.0%	?	-78.8%
39	O=C(CCSCCC(=O)NCC1CCCO1)NCC1CCCO1 (stereo unspecified)	-8.0%	8.1%	13.3%
40	CC1CCN(c2nc3c(c(=O)[nH]c(=O)n3C)n2Cc2ccccc2)CC1	11.0%	14.2%	.
41	O=C(Nc1ccc(C(=O)N2CCOCC2)cc1)c1cnn2c(C(F)F)cc(-c3ccccc3)nc12	145.2%[activator]	?	?
42	OC(CN1CCCCCC1)CN(c1ccccc1)c1ccccc1 (stereo unspecified)	-19.7%	?	?
43	Cc1ccc(S(=O)(=O)N(C)CC(=O)N2CCN(Cc3ccc4c(c3)OCO4)CC2)cc1	?	?	5.3%
44	CC(C)(C)n1nc2c(c1NC(=O)c1ccc(Br)o1)CS(=O)C2 (stereo unspecified)	34.0%[activator]	13.0%	.
45	CC(C)c1c(C(=O)N/N=C/c2c[nH]c3ccccc23)nnn1-c1nonc1N	-13.9%	1.7%	14.7%

cpd	Tb PYK inh	Sm TGR inh	LmPK inhibitor
29	-2.1%	-19.5%	-2.0%
30	-1.8%	-0.2%	5.6%
31	-2.7%	-7.8%	5.1%
32	1.9%	0.4%	1.2%
33	1.1%	-6.1%	-4.8%
34	4.6%	-15.4%	-1.5%
35	-5.1%	9.3%	-1.8%
36	-4.4%	?	0.5%
37	-16.0%	-7.4%	-7.1%
38	-0.2%	-16.6%	2.6%
39	11.4%	-1.0%	3.0%
40	3.9%	0.0%	8.9%
41	2.1%	2.9%	0.2%
42	3.4%	-24.2%	-1.9%
43	-2.0%	-8.8%	-0.4%
44	-11.0%	-25.4%	3.5%
45	-4.0%	9.4%	-3.7%

Later entries.
cpd	mol	Pf growth 96h	HCV inh	Pf growth 48h
46	O=C1NC(=Nc2ccccc2Cl)S/C1=C\c1cc([N+](=O)[O-])ccc1O	?	-5.4%	-8.7%
47	O=C(O)/C=C/C(=O)Nc1ccc(Cc2ccc(NC(=O)/C=C/C(=O)O)cc2)cc1	4.8%	14.0%	4.1%
48	NS(=O)(=O)c1ccc(-n2cccc2C=O)cc1	19.8%	13.2%	70.4%[activator]
49	COc1ccccc1N(CC(=O)NCCSc1ccc(Cl)cc1)S(C)(=O)=O	?	15.7%	-12.7%
50	Cc1cc2c(cc1C)-c1nnnn1C(C)(C)C2	-9.4%	?	48.7%[activator]
51	N#CC1(NC(=O)COC(=O)C23CC4CC(CC(O)(C4)C2)C3)CCCCC1	22.7%	19.5%	10.3%
52	O=C(NC1CCCCC1)c1cc(-c2ccccc2Cl)on1	14.9%	-7.1%	86.9%[activator]
53	O=C(CSCc1cccc(F)c1)N1CCN(c2ccccc2)CC1	?	12.8%	103.3%[activator]
54	CSc1nc(N)nc(SCCS(=O)(=O)c2ccc(Cl)cc2)c1C#N	13.0%	10µM*	-16.8%
55	CCC(=O)Nc1ccc(-c2csc(NNC(C)=O)n2)cc1	44.6%[activator]	10.4%	-0.6%
56	CCCNc1nc2nc3ccccn3c(=O)c2cc1C(=O)NCCN1CCOCC1	10.8%	-10.0%	14.7µM*
57	O=C(NCc1ccccc1)C(c1ccccc1F)N(CC1CCCO1)C(=O)c1ccccn1 (stereo unspecified)	0.8%	-1.0%	-1.1%
58	CO/N=C(/CS(=O)(=O)c1ccc(C)cc1)c1ccc(OC)cc1	?	-11.7%	.

cpd	Tb PYK inh	Sm TGR inh	LmPK inhibitor
46	-19.6%	7.7%	15.6%
47	-7.4%	-17.4%	-2.0%
48	-2.6%	-5.5%	-1.5%
49	-2.6%	24.1%	10.6%
50	-7.5%	1.7%	-3.0%
51	-8.2%	-5.9%	-4.3%
52	5.2%	14.3%	-0.8%
53	1.7%	3.8%	1.2%
54	-2.1%	-5.8%	-3.8%
55	-6.1%	?	0.3%
56	-0.4%	0.1%	1.1%
57	-1.1%	-4.2%	-9.4%
58	-7.2%	39.8µM*	3.3%
